# Assay outcomes as filed in PubChem BioAssay.
# ATG4B inh – ATG4B protease inhibitors, primary screen, biochemical, fluorescence, uHTS; AID 504462, 2011; Cysteine protease ATG4B (Homo sapiens), Q9Y4P1; 0.51% of 340,000 active; ATG4B cleavage of LC3-PLA2, NBD-HPC fluorescence, 1 h; inhibition, % at 8.33 µM; in the data active = inhibition above about 40%
# Apaf1 inhib – inhibitors of human Apaf-1 apoptosome, primary screen, biochemical, DEVD-Rh110 fluorescence, uHTS; Apoptotic protease-activating factor 1 (Homo sapiens), O14727; reconstituted apoptosome caspase-3 activity; inhibition, % at 20 µM; 0.71% of 330,000 active; active = inhibition of at least 40% at 20 µM;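 also: plate controls were DMSO wells for no effect and DEVD-CHO caspase inhibitor wells for full effect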
# Target sequence (O14727 whole entry, looked up): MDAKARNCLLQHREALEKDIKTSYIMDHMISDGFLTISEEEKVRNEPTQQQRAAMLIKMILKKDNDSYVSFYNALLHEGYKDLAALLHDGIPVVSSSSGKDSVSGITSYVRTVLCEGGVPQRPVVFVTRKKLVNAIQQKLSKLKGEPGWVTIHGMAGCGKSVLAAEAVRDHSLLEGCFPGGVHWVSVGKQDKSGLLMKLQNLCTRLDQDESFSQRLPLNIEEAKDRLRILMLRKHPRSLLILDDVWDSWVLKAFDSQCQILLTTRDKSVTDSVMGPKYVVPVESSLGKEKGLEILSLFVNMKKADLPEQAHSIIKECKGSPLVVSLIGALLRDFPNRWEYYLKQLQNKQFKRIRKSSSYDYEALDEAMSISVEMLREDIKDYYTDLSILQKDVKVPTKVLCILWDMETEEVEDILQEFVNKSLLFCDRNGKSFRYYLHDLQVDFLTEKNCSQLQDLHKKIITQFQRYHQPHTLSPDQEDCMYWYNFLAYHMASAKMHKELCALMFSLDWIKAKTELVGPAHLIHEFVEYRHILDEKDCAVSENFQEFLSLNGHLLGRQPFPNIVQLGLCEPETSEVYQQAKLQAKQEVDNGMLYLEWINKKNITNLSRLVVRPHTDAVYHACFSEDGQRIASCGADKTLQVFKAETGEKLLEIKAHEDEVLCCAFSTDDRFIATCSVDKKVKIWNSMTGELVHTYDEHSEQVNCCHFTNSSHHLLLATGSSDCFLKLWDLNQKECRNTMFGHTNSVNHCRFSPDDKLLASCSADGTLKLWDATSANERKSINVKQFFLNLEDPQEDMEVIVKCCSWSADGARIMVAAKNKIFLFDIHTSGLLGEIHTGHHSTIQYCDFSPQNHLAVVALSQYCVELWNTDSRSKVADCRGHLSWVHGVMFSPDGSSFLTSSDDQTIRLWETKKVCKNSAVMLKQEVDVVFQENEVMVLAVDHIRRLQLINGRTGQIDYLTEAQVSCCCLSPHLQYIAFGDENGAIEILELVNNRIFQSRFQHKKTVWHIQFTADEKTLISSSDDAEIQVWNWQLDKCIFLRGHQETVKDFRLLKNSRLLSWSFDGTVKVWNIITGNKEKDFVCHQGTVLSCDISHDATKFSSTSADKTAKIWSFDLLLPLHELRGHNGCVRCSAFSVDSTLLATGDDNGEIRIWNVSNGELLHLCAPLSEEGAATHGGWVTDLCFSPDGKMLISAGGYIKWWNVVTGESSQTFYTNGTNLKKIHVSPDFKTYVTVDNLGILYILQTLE
#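 Medium: Hepes buffer, pH 7.5 / System: biochemical Apaf-1 apoptosome reconstitution / Measured by: Rh110 fluorescence, excitation 480 nm, emission 540 nm / Times: compound with Apaf-1, dATP, procaspase-3 30 min, then 50 min reaction, room temperature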
# mIAP activ – activators of mouse IAP, primary screen, biochemical, luminescence, uHTS; intestinal alkaline phosphatase [Mus musculus]; muIAP, CDP-Star luminescence, 30 min; hits give high values; 1 = vehicle-only enzyme signal, 0 = enzyme-free wells; activation factor at 10 µM; 0.24% of 330,000 active; AID 2805, 2010;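 active = activation factor of at least 2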; also: the source names both 10 and 20 µM as test concentration; values of inactives mirror those of a sister screen read the other way
#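 Assay system: mouse IAP enzyme; reagent: chemiluminescent substrate CDP-Star; dosing: test compounds delivered from DMSO solution; schedule: 30 min at room temperature; measured by: luminescence from enzymatic CDP-Star hydrolysis; controls: DMSO-only wells and no-enzyme negative control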
# hIAP block – human IAP inhibitors, primary screen, biochemical, luminescence, uHTS. 0.12% of 330,000 active. Intestinal-type alkaline phosphatase (Homo sapiens), P09923. inhibition, % at 10 µM. purified IAP, CDP-Star luminescence, 30 min;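 active = inhibition reaching a set limit with compound at 10 µM in the primary screen, cut at about 35% in these data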;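 also: plate controls were DMSO wells with enzyme for no effect and no-enzyme buffer wells for full effect; values of inactives mirror those of a sister screen read the other way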
# NLRP3 yeast inh – NALP3 inflammasome inhibitors in reconstituted yeast, primary screen, luminescence, uHTS | Yeast reconstituted NLRP3/ASC/caspase-1, beta-gal luminescence, 24 h | inhibition, % at 10 µM | 0.39% of 330,000 active;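 active = inhibition of 50% or more; inactive = inhibition below 50%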;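 also: plate controls were induced DMSO wells for no effect and uninduced yeast grown without galactose for full effect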
# mIAP inh – inhibitors of mouse IAP, primary screen, biochemical, luminescence, uHTS. intestinal alkaline phosphatase [Mus musculus]. purified mouse IAP, CDP-Star luminescence, 30 min. inhibition, % at 10 µM. 0.2% of 330,000 active. AID 2806, 2010;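 active = inhibition of at least 40% at 10 µM in the primary screen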;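 also: plate controls were DMSO with enzyme for no effect and no enzyme wells for full effect; values of inactives mirror those of a sister screen read the other way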
# TIM10 inh – growth inhibitors of isogenic TIM10 control yeast, primary screen, counter-screen for tim10-1 yeast inhibitor project, luminescence, uHTS; 1.4% of 330,000 active; AID 463195, 2010; S. cerevisiae TIM10 strain growth, BacTiter-Glo luminescence, 24 h; inhibition, % at 10 µM;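 active = inhibition of 40% or more at the single tested concentration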;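 also: wild-type TIM10 isogenic control strain grown at permissive 25 °C; 0% = DMSO yeast wells and 100% = minimal medium wells without yeast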
# tim10-1 inh – growth inhibitors of tim10-1 mutant yeast, primary screen, luminescence, uHTS; S. cerevisiae tim10-1 ts strain growth, BacTiter-Glo, 24 h; inhibition, % at 20 µM; 2.2% of 330,000 active;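 active = inhibition of at least 40%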;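 also: mutant grown at 25 °C; 0% = DMSO wells with yeast and 100% = wells holding no yeast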
# hIAP activ – human IAP activators, primary screen, biochemical, luminescence, uHTS; Intestinal-type alkaline phosphatase (Homo sapiens), P09923; purified human IAP, CDP-Star luminescence, 30 min; hits give high values; 1 = vehicle-only enzyme, 0 = enzyme-free background; activation factor at 10 µM; 0.16% of 330,000 active; AID 2524, 2010;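 active = activation factor of the enzyme at least 2-fold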; also: the source names both 10 and 20 µM as test concentration; values of inactives mirror those of a sister screen read the other way
# Active calls of the source: *; x = not tested or not shown.
# The first 2 compounds, ahead of the listing:
SMILES,ATG4B inh,Apaf1 inhib,mIAP activ,hIAP block,NLRP3 yeast inh,mIAP inh,TIM10 inh,tim10-1 inh,hIAP activ
CC(=O)c1ccccc1C(=O)N(C)C1CCCN(Cc2ccccc2F)C1 (centres undefined),20,4,0.99,-10,6,1,6,4,1.1
CC(=O)/C=C(\C)Nc1c(C)n(C)n(-c2ccccc2)c1=O,-9,-4,1.1,5,16,-11,-1,-2,0.95

# The list itself, repeating the preview:
SMILES,ATG4B inh,Apaf1 inhib,mIAP activ,hIAP block,NLRP3 yeast inh,mIAP inh,TIM10 inh,tim10-1 inh,hIAP activ
CC(=O)c1ccccc1C(=O)N(C)C1CCCN(Cc2ccccc2F)C1 (centres undefined),20,4,0.99,-10,6,1,6,4,1.1
CC(=O)/C=C(\C)Nc1c(C)n(C)n(-c2ccccc2)c1=O,-9,-4,1.1,5,16,-11,-1,-2,0.95
Cc1cc(C)n2nc(SCC(=O)Nc3c(C)nn(-c4ccccc4)c3C)nc2n1,-6,0,0.92,12,-1,8,6,2,0.88
COc1ccccc1C(=O)NC(=O)Nc1nc(-c2ccccc2)cc(C(F)(F)F)n1,-4,11,0.9,0,-1,10,-9,-6,1
CC(C)Sc1nnc(SCC(=O)N(C)C2CCS(=O)(=O)C2)s1 (centres undefined),-4,6,1.1,2,20,-13,8,12,0.98
O=C(CSc1nc2ccccc2c(=O)n1CC1CCCO1)NCc1ccc2c(c1)OCO2 (centres undefined),14,3,1,9,0,0,-4,14,0.91
COc1ccccc1CNC(=O)COc1cccc(-n2cnnn2)c1,-1,4,1,16,-2,-1,7,9,0.84
CCN1C(=O)N[C@@H](c2ccco2)C(C(=O)OC)=C1C,4,-6,0.98,2,-9,2,11,-6,0.97
C=Cn1cc[n+](CC(=O)c2ccc(Cl)c(Cl)c2)c1,-1,4,0.93,10,30,7,-16,-8,0.9
CC(C)c1ccc(NC(=O)NC2CCN(CC(=O)Nc3cccc4ccccc34)CC2)cc1,-9,24,4.2*,-122,2,-323,-36,-6,2.2*
CC(C)/C=C/C(=O)N1CCC(N2CCC(C(=O)NCc3ccccn3)CC2)CC1,-5,-2,1,3,12,0,-5,-6,0.97
COC(=O)C(C(=O)Nc1ncccn1)C1CCCCCC1 (centres undefined),-7,-13,0.94,-11,9,6,-13,-21,1.1
COc1ccc(NC(=O)COC(=O)C2CC(=O)N(c3ccc(OC(C)C)cc3)C2)cc1 (centres undefined),-4,5,1.1,0,-4,-7,12,13,1
Cc1ccc(N(CC(=O)NC(C)(C)C)C(=O)CS(=O)CC(=O)Nc2ccc(F)cc2)cc1 (centres undefined),0,3,1.1,-3,0,-11,-8,11,1
CC(NC(=O)c1cnccn1)c1ccc(S(N)(=O)=O)cc1 (centres undefined),-2,6,0.98,-2,7,2,10,16,1
CC(=O)c1ccc(OC(C)C)c(CN2CCCCC2)c1,1,-12,1,16,7,-4,-13,-17,0.84
O=C(Cn1c(=O)oc2cccnc21)Nc1ccc(C(F)(F)F)cc1,-4,-12,0.93,1,13,7,-5,-6,0.99
CCN(CC)S(=O)(=O)c1ccc(NC(=O)CSc2nnc(-c3ccc(F)cc3)o2)cc1,-6,-12,0.91,-16,1,9,5,3,1.2
COc1cc(/C=N/NC(=O)CN(Cc2ccccc2)S(=O)(=O)c2ccc3c(c2)OCCO3)ccc1O,-16,8,0.96,-8,13,4,9,24,1.1
O=C(c1cc2ccccc2o1)N1CCN(S(=O)(=O)c2c(F)cccc2F)CC1,-7,-1,0.96,13,20,4,10,17,0.87
COc1c2ccc(C(=O)NCc3cc(C(F)(F)F)cc(C(F)(F)F)c3)cc2nn1C,0,9,0.96,-4,-1,4,-12,-7,1
CCOc1cc(C(=S)N2CCOCC2)ccc1OS(=O)(=O)c1ccccc1[N+](=O)[O-],-7,6,0.94,-4,7,6,30,15,1
COCCCn1c(SCC(=O)N2CCc3ccccc32)nnc1-c1ccoc1C,-8,-1,0.92,16,-5,8,16,19,0.84
Fc1ccc(CNc2cnccn2)cc1,5,1,0.98,-11,7,2,-5,-3,1.1
COc1ncccc1C(=O)N1CCCC(C(=O)c2cc(F)ccc2F)C1 (centres undefined),-6,1,1,-24,13,-4,-4,13,1.2
CCCc1n[nH]c2c1C(=O)CC(C)(C)C2,-4,13,1,2,8,-1,-15,-14,0.98
O=C(CSc1nc2ccccc2c(=O)n1NC(=O)c1ccccc1)c1ccc(Cl)cc1,2,2,0.97,5,22,3,-7,-15,0.95
CCN(CC1COc2ccccc2O1)C(=O)CN1C(=O)NC(C)(c2ccc(C)cc2)C1=O (centres undefined),-3,13,1,6,23,-5,0,5,0.94
CCCS(=O)(=O)N1CCN(C(=O)c2ccco2)CC1,-5,14,0.97,-9,-2,3,-1,20,1.1
CCOC(=O)c1cnc2c(Cl)cccc2c1NCCN(C)C,5,-2,1,8,5,0,-6,13,0.93
O=C(c1cnc2n(c1=O)CCS2)N1CCN(c2ccccc2F)CC1,-1,8,1,-2,17,0,-4,14,1
S=c1[nH]ncn1NCc1ccc(Cl)cc1Cl,1,-29,0.93,-2,22,7,-16,9,1
Cc1ccc2[nH]c(=O)c(CN(Cc3ccco3)C(=O)N3CCOCC3)cc2c1,-9,-3,0.98,-7,-13,2,-5,5,1.1
Cc1cccc(C)c1N1C(=O)c2cccc([N+](=O)[O-])c2C1=O,-4,-2,0.99,-2,10,1,-4,-11,1
O=C1c2ccccc2C(=O)N1CCCCN(C(=O)c1cc([N+](=O)[O-])cc([N+](=O)[O-])c1)c1ccc(Cl)cc1,2,-6,0.86,-8,26,14,32,33,1.1
COCCCNS(=O)(=O)c1ccc(OC)c(Cl)c1Cl,-1,-19,0.99,-3,11,1,1,8,1
CN(C)Cc1c(C(=O)N/N=C/c2cccc(OCc3ccccc3)c2)nnn1-c1nonc1N,-1,23,0.97,6,10,3,9,7,0.94
CCNc1sc(S(C)(=O)=O)nc1S(=O)(=O)c1ccc(Cl)cc1,-7,-4,0.98,-4,2,2,2,7,1
COc1ccc(CN2CCOCC2)cc1Br,-5,-21,0.9,22,13,10,-3,1,0.79
CNC(=O)Nc1ccc(Cn2cc(C(F)(F)F)ccc2=O)cc1,-6,0,0.97,20,13,3,13,2,0.8
CC(=O)Nc1ccc([C@H]2[C@H](C)CC[C@H]3C(=O)N4[C@@H](CC[C@@H](C)[C@@H]4c4ccc(NC(C)=O)cc4)C(=O)N32)cc1,x,7,1.1,-10,1,-5,-12,-6,1.1
O=C(CSc1n[nH]c(=O)[nH]c1=O)N/N=C/C=C/c1ccccc1,-4,-16,1,-5,-13,-1,-3,9,1.1
Cc1ccc2c(c1)N(CC(=O)NC1CCCC1)C(=O)C(C)O2 (centres undefined),4,1,0.95,0,14,5,-9,3,1
CCOC(=O)c1[nH]c(C)c(C(=O)NC(C)(C)C)c1C,-13,-4,1,12,-9,-1,3,-6,0.88
CCOC(=O)CCSc1nc(C)c2cc(OC)ccc2n1,-15,5,0.91,16,44,9,3,-10,0.84
CC(OC(=O)/C=C/c1ccc(Br)cc1)C(=O)N1CCOCC1 (centres undefined),6,-11,0.93,7,21,7,-4,-15,0.93
COc1ccc(-c2ccc(CNCCCN3CCOCC3)o2)cc1Cl,-1,-5,0.96,-7,27,4,-50,-64,1.1
Cc1ccc(S(=O)(=O)NCC(=O)OCN2C(=O)c3ccccc3C2=O)cc1,-3,0,0.97,-2,4,3,2,9,1
CC(C)C[C@H]1COCCS(=O)(=O)N1Cc1ccc(Cl)c(Cl)c1,-11,13,0.95,-11,7,5,3,19,1.1
O=C(/C=C/c1ccc(OCc2cccc(Cl)c2)cc1)N1CCOCC1,-11,16,0.88,9,13,12,11,6,0.91
O=C(Nc1ncc([N+](=O)[O-])s1)C1CC(=O)N(c2ccc(F)cc2)C1 (centres undefined),0,2,0.95,-2,24,5,-21,-2,1
Cc1cccc(NC(=O)N2CCC(NC(=O)c3ccco3)CC2)c1,-1,-4,0.99,10,20,1,3,2,0.9
O=C(C1=NN(c2ccccc2)C2C(=O)N(c3ccccc3)C(=O)C12)c1ccccc1 (centres undefined),11,7,0.87,7,5,13,30,18,0.93
Clc1ccc(-c2cn(-c3ccc(Cl)cc3)c3[n+]2CCCCC3)cc1,-8,-4,0.95,3,25,4,20,14,0.97
O=C(COC(=O)c1n[nH]c2ccccc12)NC(=O)NCc1ccco1,-19,0,0.96,17,7,4,-4,11,0.83
CCCCOC(=O)c1ccc(NC(=O)CSc2nnnn2C)cc1,-1,12,0.94,4,8,6,-3,11,0.96
Cn1ccnc1SCC(=O)Nc1ccc2c(c1)OCCO2,9,0,0.94,-7,10,6,9,-2,1.1
CCS(=O)(=O)NCCc1ccc(OC)c(OC)c1,-8,0,0.99,6,14,1,4,7,0.94
Cc1ccc(-c2ccc(=O)n(CC(=O)NCCN(CC(C)C)CC(C)C)n2)cc1,-12,7,1,4,3,0,-8,7,0.96
COc1ccc(OC)c(Nc2nc(C3CC3)nc3c2nnn3Cc2ccccc2)c1,-1,4,0.9,8,17,10,19,17,0.92
# Going on with the list:
SMILES,ATG4B inh,Apaf1 inhib,mIAP activ,hIAP block,NLRP3 yeast inh,mIAP inh,TIM10 inh,tim10-1 inh,hIAP activ
CCOC(=O)C1=C(O)C(=O)N(Cc2ccccc2)C1,-2,4,1,4,5,-3,-6,1,0.96
CCOc1ccc(NC(=O)c2ccc(NC(=O)c3ccccc3Br)cc2)cc1,-6,-4,1,3,-4,-1,4,3,0.97
Fc1cccc2sc(Nc3nc4cc5c(cc4s3)OCCO5)nc12,-13,-6,1.3,-13,23,-33,9,8,1.1
COc1ccc(C2CC(c3ccc(C)o3)=NN2C(C)=O)cc1 (centres undefined),-8,0,1,16,3,-3,12,13,0.84
Cc1cc(C)nc(NNS(=O)(=O)c2c(F)cc(F)cc2Br)n1,-5,14,1,-6,8,-1,0,-8,1.1
O=C(CCC1CCCCC1)Nc1nnc(C(F)(F)F)s1,-6,8,0.97,10,15,2,15,20,0.91
CCC(C)N1CC(O)=C(c2nc3ccccc3[nH]2)C1=N (centres undefined),7,-27,1.1,14,26,-9,-9,-20,0.86
O=C(Nc1ncccc1Cl)c1ccc2c(c1)OCCO2,-3,6,0.96,-17,9,4,-13,30,1.2
CC(CNC(=O)CN1C(=O)CCSc2ccccc21)c1ccccc1 (centres undefined),3,2,0.9,-6,8,10,6,38,1.1
COCCN(C(=O)CNC(=O)c1ccco1)C(C(=O)NC1CCCC1)c1cccc(OC)c1 (centres undefined),-8,-7,1.1,-5,9,-7,-1,0,1
CCN(CC(=O)Nc1ccc(NC(C)=O)cc1)C(=O)/C=C/c1cn(-c2ccccc2)nc1-c1ccc(C)cc1,3,12,0.97,-16,21,3,9,8,1.2
O=C(Nc1ccccc1C(=O)Nc1cccnc1)c1ccccc1,-8,-166,0.99,10,2,1,9,32,0.9
